Source: PubChem BioAssay (several laboratories)
GPR35 antagonists – GPR35 antagonists blocking zaprinast-driven arrestin recruitment, primary screen, imaging, U2OS, beta-arrestin-GFP, zaprinast agonist (AID 2058); U2OS GPR35 beta-arrestin-GFP translocation imaging, zaprinast antagonism; higher % means a stronger effect; inhibition, % at 10 µM, or IC50 in µM where a hit was titrated; actives 0.052% (n = 290,000);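 active means inhibition of at least 50% with at least 30 cells and total cytoplasm GFP at most 10,000,000; inconclusive means under 30 cells or total GFP of 10,000,000 plus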
KOR beta-arrestin-1 – kappa opioid receptor blockers – cell-based, luminescence, uHTS (AID 1778) | inhibition, % at 10 µM, or IC50 in µM where a hit was titrated | actives 0.091% (n = 290,000) | KOR beta-arrestin recruitment, luminescence, antagonist mode; higher % means a stronger effect; further: strong numbers were not always called active
KOR beta-arrestin-2 – kappa opioid receptor activators – cell-based, luminescence, uHTS, primary screen (AID 1777); actives 0.02% (n = 280,000); KOR beta-arrestin recruitment, luminescence; higher % means a stronger effect; one-dose activation, % at 10 µM; EC50 in µM for titrated hits; in the data active means activation above about 50%, passing the limit was not always enough; further: a part of the inactive calls stands beside numbers as strong as those of hits
GPR55 LPI antagonism – GPR55 antagonists blocking LPI-driven arrestin recruitment, primary screen, imaging, U2OS, beta-arrestin-GFP, LPI agonist (AID 2013) | U2OS GPR55 beta-arrestin-GFP translocation imaging, LPI antagonism; higher % means a stronger effect | inhibition, % at 10 µM, or IC50 in µM where a hit was titrated | actives 0.13% (n = 290,000);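 active means spots per cell inhibited over 60%, with over 100 cells counted and total cytoplasm intensity under 500,000; inconclusive means wells with under 100 cells, flagged as likely toxic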;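 further: U2OS cells stably carrying GPR55 and arrestin-GFP stimulated by 5 µM LPI near EC80; imaged beta-arrestin-GFP aggregate spots per cell after agonist stimulation; plate controls were LPI-stimulated DMSO wells for no effect and DMSO wells without LPI for full effect; some results filed as inactive read as strong as hits; confirmed hits need IC50 under 10 µM and bright autofluorescent wells are also inconclusive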
Myeloid diff 2 – promotes myeloid progenitor differentiation. ER-HoxA9 myeloid progenitors, lysozyme-GFP differentiation, flow cytometry. calls only at 10 µM. actives 1% (n = 360,000);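 active means normalized GFP-positive differentiation at or above the plate's own cutoff, the solvent-only control mean plus 3 SD; inconclusive means no clear call, values can overlap the other calls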;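 further: cells exposed to compound for four days before flow analysis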
GPR55 beta-arrestin – GPR55 agonists via beta-arrestin recruitment, primary screen, imaging, U2OS cells, beta-arrestin-GFP redistribution (AID 1961); U2OS GPR55 beta-arrestin-GFP redistribution imaging; higher % means a stronger effect; activation, % at 10 µM; hits with a dose series show EC50 in µM; actives 0.048% (n = 290,000);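 active means activation above 40% with more than 50 cells counted in the well; inconclusive means wells holding fewer than 50 cells, flagged as toxic or sparse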;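 further: U2OS osteosarcoma cells stably expressing GPR55 and beta-arrestin-GFP; plate controls were DMSO negative control for no effect and LPI positive control for full effect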
HIV peptide binding – inhibitors of HIV fusion peptide binding, primary screen, biochemical, uHTS, fluorescence dequenching (AID 1986); actives 0.3% (n = 290,000); inhibition, % at 20 µM, or IC50 in µM where a hit was titrated; cell-free peptide binding, fluorescence dequenching, 30 min; higher % means a stronger effect; in the data active means inhibition mostly above about 52%, no sharp cut-off; inactive means mostly below about 76%; further: some results filed as inactive read as strong as hits
NOD2 inhibition – NOD2 signaling inhibitors, cell-based, luminescence, uHTS, HEK293 (AID 1566) | HEK293 NOD2/NF-kB luciferase reporter, luminescence; higher % means a stronger effect | inhibition, % at 4 µM; hits with a dose series show EC50 in µM | actives 0.63% (n = 290,000); further: many of its hits are not listed in these tables
NOD1 NF-kB reporter – inhibition of NOD1-driven NF-kB reporter – cell-based, luminescence, uHTS, primary screen (AID 1578). NOD1-driven NF-kB luciferase reporter cells, luminescence; higher % means a stronger effect. inhibition, % at 4 µM, or EC50 in µM where a hit was titrated. actives 1% (n = 290,000); in the data active means inhibition mostly above about 36%, no sharp cut-off; inactive means mostly below about 34%;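 further: HEK-293T reporter cells stimulated with the NOD1 agonist gamma-tri-DAP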
Myeloid diff 2 GFP+ MAC1+ % – also measured in Myeloid diff 2; calls as there; GFP+ MAC1+ double positive, %; measured here: differentiation confirmed by MAC1 staining
Active calls of the source: *; i = inactive; ? = inconclusive; · = no result given; + = active, no number; [ ] = dose if it differs, or a comment. Unless noted, no stated cut-off is given here; in the data, active means inhibition above about 50%; inactive means the rest. The list is partial (hit frequency here may not be typical).

SMILES	GPR35 antagonists	KOR beta-arrestin-1	KOR beta-arrestin-2	GPR55 LPI antagonism	Myeloid diff 2	Myeloid diff 2 GFP+ MAC1+ %	GPR55 beta-arrestin	HIV peptide binding	NOD2 inhibition	NOD1 NF-kB reporter
CCCCn1c(O)c(/C=C2\C=Nc3ccccc32)c(=O)[nH]c1=O	-5%	-47%	-2.0%	2%	i	2.6	0.2%	78%*	16%	10%
O=Cc1c(C(=O)O)n(Cc2ccc(F)cc2Cl)c2ccccc12	-7%	-17%	7.0%	3%	i	0.3	1.2%	6.6%	2%	-12%
COC(=O)C1=COC(C)C2CN3CCC4(C(=O)Nc5ccccc54)C3CC12 (stereo not given)	-14%	22%	-0.7%	6%	i	3.2	0.0%	-1.9%	4%	6%
CCC(=NCc1ccco1)c1c(O)n(Cc2ccccc2)c(=O)[nH]c1=O	2%	-26%	-1.9%	8%	i	1.0	-0.1%	-2.2%	6%	8%
COc1cccc(C2C([N+](=O)[O-])=C(N)Oc3c2c(=O)oc2ccccc32)c1 (stereo not given)	-1%	-36%	-7.2%	77%	i	0.7	0.3%	13%	10%	21%
OC12ONC(c3ccccn3)C1N1CCC2CC1 (stereo not given)	3%	7%	0.3%	3%	i	0.1	-0.3%	6.2%	9%	-6%
Cn1c(=O)c2nncnc2n(C)c1=O	7%	-32%	9.7%	-4%	i	1.1	0.4%	3.6%	9%	31%
Cc1ccc(/C=C2\C(=O)NC(=O)N(CC3CCCO3)C2=O)s1 (stereo not given)	-7%	-60%	12%	-16%	i	0.5	0.0%	2.5%	-21%	1%
CC(C)CNP(=S)(c1ccccc1)C(C)(C)C (stereo not given)	23%	14%	-0.2%	-5%	i	0.6	0.4%	-1.3%	11%	-5%
CCCCNC(=O)Nc1ccc(C(O)(C(=O)OCC)C(F)(F)F)cc1 (stereo not given)	9%	7%	-11%	6%	i	5.9	0.6%	-1.6%	5%	9%
CC(c1ccccc1F)n1cc(C(=O)Nc2ccc3nc[nH]c3c2)nn1 (stereo not given)	17%	23%	-1.9%	-5%	i	0.5	0.2%	4.2%	2%	-2%
CN1C(=O)C(Cc2cccs2)C(=O)N(C)C1=O	-3%	-11%	-0.3%	4%	i	1.4	0.2%	-0.5%	4%	-8%
Fc1ccc(C2=CCN(C(c3cccs3)c3nnnn3CCc3ccccc3)CC2)cc1 (stereo not given)	4%	16%	1.7%	13%	i	1.5	-0.1%	5.1%	-2%	-9%
CN(C)c1ccc(/C=C/c2cc[n+](C)c3ccccc23)cc1	18%	8%[20 µM]	-8.0%	6%	?	·	-0.1%	-0.8%	23%	31%
COc1ccccc1N1C(=O)NC(=O)/C(=C\c2cnn(-c3ccccc3)c2)C1=O	2%	21%	-5.1%	2%	i	0.5	0.8%	-0.6%	5%	-13%
CC1CCCCN1C(=O)Cn1cc(C=C2C(=O)N(C)C(=O)N(C)C2=O)c2ccccc21 (stereo not given)	2%	-15%	8.6%	9%	i	1.4	-0.2%	8.7%	-6%	4%
CCCCN1C(=O)C(C2c3ccccc3C(=O)N2Cc2ccccc2)C(=O)NC1=S (stereo not given)	0%	36%	-0.8%	13%	i	0.6	-0.2%	18%	20%	10%
COc1cccc(-c2nn(Cc3ccccc3)cc2C(=O)O)c1	21%	-29%	0.4%	7%	i	0.6	0.3%	-0.8%	3%	4%
Cc1cc(/C=C2\SC(=S)N(C)C2=O)c(C)n1-c1cccc(O)c1	30%	0%	11%	-14%	+	4.7*	-0.1%	14%	1.1µM*	9.3µM*
CC1CN=C(Nc2ccc(F)cc2)S1 (stereo not given)	4%	-11%	0.2%	9%	i	0.3	0.4%	2.6%	16%	-31%
COC(=O)c1ccc(-n2c(C)nc3ccccc3c2=O)cc1	2%	-9%	1.9%	18%	i	0.7	0.0%	-1.6%	-3%	-11%
O=S(=O)(c1ccc(Cl)cc1)N1CCCCC1c1cccnc1 (stereo not given)	-11%	12%	-1.2%	-5%	i	0.1	-0.3%	-1.2%	19%	-23%
CCCNC1=C(C)C(=O)C2=C(C1=O)C(COC(N)=O)[C@]1(OC)C3NC3CN21 (stereo not given in full)	4%	11%	6.6%	10%	?	·	-0.1%	22%	1%	-12%
CCCCCCNC(=O)N[C@@H](Cc1ccc(O)cc1)C(=O)NCCC[C@H]1CN2C(=NC[C@H]2C)N1CC1CCC1	-3%	6%	4.9%	11%	·	·	-0.1%	0.1%	-9%	3%
Clc1ccc(CCNCc2ccncc2)c(Cl)c1	1%	-9%	2.3%	-2%	i	0.4	-0.2%	1.5%	-8%	6%
c1ccc2c(CNC3CCCCC3)c[nH]c2c1	4%	4%	2.7%	5%	·	·	-0.1%	-0.8%	8%	-5%
CCCn1cc2c3c(cccc31)C1CC(C)CN(C)C1C2 (stereo not given)	-1%	6%	6.9%	7%	·	·	-0.1%	26%	6%	-15%
O=C(CCC(=O)N1CC2C[C@@H](C1)Cn1c2cccc1=O)NCCc1ccccc1	-2%	-11%[20 µM]	3.9%	-1%	i	4.2	-0.2%	0.1%	1%	-40%
CCOc1ccc(CN2CCCC(C(=O)c3ccccc3OC)C2)cc1 (stereo not given)	9%	-5%	-0.6%	6%	i	0.3	-0.3%	0.2%	-19%	51%
COc1ccccc1OCCCn1cc(C(C)=O)c2ccccc21	-12%	-38%[20 µM]	·	-25%	i	0.0	-0.2%	-0.3%	16%	13%
CCN1CC=C(c2c[nH]c3ccccc23)CC1	9%	-4%	-8.8%	3%	+	14*	0.2%	1.4%	11%	-8%
CC(C)Oc1ccc(C2C(C#N)=C(N)Oc3c2c(=O)oc2ccccc32)cc1 (stereo not given)	9%	-32%	4.2%	-15%	i	0.4	0.8%	5.6%	-5%	9%
FC(F)(F)c1cccc(-n2nnnc2C2(N3CCOCC3)CCCCC2)c1	18%	·	·	7%	i	0.3	0.1%	-2.4%	17%	2%
Cc1cc(C=C2C(=O)N(C)C(=O)N(C)C2=O)c(C)n1-c1ccccc1	2%	-5%	-5.6%	9%	i	0.3	0.2%	2.2%	14%	-20%
CCN(C(=O)c1cnc(N2CCN(c3ncccn3)CC2)c2ccccc12)c1cccc(Cl)c1	-8%	-11%	14%	-9%	i	3.2	-0.1%	0.9%	7.2µM*	5.4µM*
O=C1NC(=O)C(CCc2ccncc2)(Cc2ccc([N+](=O)[O-])cc2)C(=O)N1	-2%	·	0.4%	5%	i	0.9	0.3%	1.4%	-4%	-20%
COc1cc(/C=C/c2nc3ccccc3c(=O)n2-c2ccccc2O)ccc1O	-2%	-3%	-0.5%	-1%	i	1.3	-0.1%	2.4%	22%	-4%
C[C@@H]1CC[C@@]2(NC1)O[C@H]1C[C@H]3[C@@H]4CC=C5C[C@@H](O)CC[C@]5(C)[C@H]4CC[C@]3(C)[C@H]1[C@@H]2C	6%	41%	-2.8%	4%	i	0.5	-0.1%	-0.8%	-20%	-8%
Cc1cccc(NC(=O)[C@@H](NC(=O)N2C[C@H]3C[C@@H](C2)c2cccc(=O)n2C3)C(C)C)c1	1%	-50%[20 µM]	-0.7%	-1%	i	1.9	-0.1%	-0.8%	17%	16%
Nc1ccc(Br)cc1C(=O)c1ccccc1	2%	-12%	-3.3%	6%	i	0.3	0.1%	-1.5%	21%	-25%
O=C(C1CC(=O)N(C2CCCCCCC2)C1)N1CCC2(CC1)OCCO2 (stereo not given)	-10%	5%	-4.4%	14%	i	0.4	0.9%	-0.4%	2%	-13%
O=S(=O)(c1ccc(Cl)cc1)N1CN2CCN(C2)C1	-8%	-10%	-1.7%	-1%	i	1.3	0.0%	-1.1%	4%	-10%
CCN1CC2(COC(=O)c3ccccc3N)CCC(OC)C34C5CC6C(OC)CC(O)(C5C6OC)C(O)(C(OC)C23)C14 (stereo not given)	10%	-50%	1.1%	12%	i	1.4	0.0%	2.3%	13%	-6%
CCCCn1c(C)c(C(=O)O)c2cc(OC)ccc21	5%	-22%	5.4%	-2%	i	1.1	-0.1%	-0.7%	8%	52%
COc1ccccc1CN1CCN(C(=O)Cc2ccccc2)CC1	9%	4%	-2.3%	15%	i	0.8	-0.2%	2.1%	9%	-1%
Nc1ccncc1	6%	-2%	-3.6%	3%	i	2.3	-0.1%	1.6%	6%	-12%
CN(C)C(=O)O/N=C(\N)COc1ccc(C(C)(C)C)cc1	5%	21%	1.9%	0%	i	1.1	-0.2%	-0.7%	-12%	-10%
N#CCCn1cc(C(=O)Nc2ccccc2Br)c(-c2ccc([N+](=O)[O-])cc2)n1	-14%	18%	4.0%	5%	i	0.5	-0.6%	1.1%	-12%	-34%
O=C1Nc2ccccc2/C1=C/c1nc2ccccc2c(=O)n1-c1ccc(O)cc1	-20%	-16%	6.2%	4%	i	0.2	0.5%	-3.6%	4%	1%
CN1CCN(c2c(C#N)c(C(F)(F)F)nn2C)CC1	-9%	-32%	0.3%	-9%	i	0.2	-0.1%	-0.5%	-3%	-33%
Cc1cc(NC(=O)COC(=O)c2c(C)nn(Cc3ccccc3Cl)c2Cl)no1	-11%	42%	-0.2%	4%	i	1.2	0.2%	1.5%	2%	3%
COc1ccc(-n2c(Cc3ccccc3)nc3ccccc3c2=O)cc1	-4%	-13%[20 µM]	-6.4%	1%	i	0.3	-0.1%	-0.5%	-2%	10%
O[C@H]1C2CCC1C(N1CCCCC1)CC2 (stereo not given in full)	-7%	11%	-6.0%	7%	i	0.9	-0.1%	-0.8%	2%	-13%

3 entries from above, as labelled records:
Molecule: Clc1ccc(CCNCc2ccncc2)c(Cl)c1
  GPR35 antagonists: 1%	KOR beta-arrestin-1: -9%	KOR beta-arrestin-2: 2.3%	GPR55 LPI antagonism: -2%	Myeloid diff 2: i	Myeloid diff 2 GFP+ MAC1+ %: 0.4	GPR55 beta-arrestin: -0.2%	HIV peptide binding: 1.5%	NOD2 inhibition: -8%	NOD1 NF-kB reporter: 6%

Molecule: c1ccc2c(CNC3CCCCC3)c[nH]c2c1
  GPR35 antagonists: 4%	KOR beta-arrestin-1: 4%	KOR beta-arrestin-2: 2.7%	GPR55 LPI antagonism: 5%	Myeloid diff 2: ·	Myeloid diff 2 GFP+ MAC1+ %: ·	GPR55 beta-arrestin: -0.1%	HIV peptide binding: -0.8%	NOD2 inhibition: 8%	NOD1 NF-kB reporter: -5%

Molecule: CCCn1cc2c3c(cccc31)C1CC(C)CN(C)C1C2 (stereo not given)
  GPR35 antagonists: -1%	KOR beta-arrestin-1: 6%	KOR beta-arrestin-2: 6.9%	GPR55 LPI antagonism: 7%	Myeloid diff 2: ·	Myeloid diff 2 GFP+ MAC1+ %: ·	GPR55 beta-arrestin: -0.1%	HIV peptide binding: 26%	NOD2 inhibition: 6%	NOD1 NF-kB reporter: -15%
